Bioassay records: PubChem BioAssay, National Center for Advancing Translational Sciences (NCATS)
LmPK inhibitor – qHTS Assay for Inhibitors of Leishmania Mexicana Pyruvate Kinase (LmPK). purified LmPK, Kinase-Glo ATP luminescence, 1 h. Potency, µM (top dose mostly 57.5 µM), without a hit: at the top dose activity change, negative = inhibition, hits mostly inhibitors. hit rate 0.37% among 290,000. AID 1721, 2009; note: potency is the fitted concentration of half-maximal effect; % is set by controls: 0 for no effect and ±100 for the full control effect
Target sequence (Q27686 whole entry, looked up): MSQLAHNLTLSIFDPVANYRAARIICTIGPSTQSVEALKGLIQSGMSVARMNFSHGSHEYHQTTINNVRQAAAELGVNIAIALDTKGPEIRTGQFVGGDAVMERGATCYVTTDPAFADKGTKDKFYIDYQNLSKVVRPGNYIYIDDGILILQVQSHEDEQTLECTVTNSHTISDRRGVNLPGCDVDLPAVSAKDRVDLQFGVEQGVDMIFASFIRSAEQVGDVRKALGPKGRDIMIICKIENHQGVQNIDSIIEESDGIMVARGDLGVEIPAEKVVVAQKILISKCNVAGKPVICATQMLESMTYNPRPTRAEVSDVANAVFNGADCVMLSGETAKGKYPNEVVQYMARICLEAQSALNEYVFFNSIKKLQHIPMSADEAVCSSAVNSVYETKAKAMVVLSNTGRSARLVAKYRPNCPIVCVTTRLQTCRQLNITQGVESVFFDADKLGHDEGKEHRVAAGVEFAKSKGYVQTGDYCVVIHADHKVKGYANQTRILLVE
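0.1 nM LmPK, 0.5 mM PEP, 0.1 mM ADP; 50 mM imidazole pH 7.2, 7 mM MgCl2, 50 mM KCl; 1 h RT. Kinase-Glo luminescence readout, normalized to no-enzyme (full inhibition) and uninhibited wells.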
Shiga inhibitor – A qHTS for Small Molecule Inhibitors of Shiga Toxin; inhibition, % at 38.7 µM; Vero cells, Shiga toxin protein synthesis inhibition reporter; hit rate 9.2% among 290,000; in the data active = inhibition mostly above about 28%, no sharp cut-off; inactive = mostly below about 43%; note: 0% is about no effect
HCV inh – qHTS Assay for Inhibitors of Hepatitis C Virus (HCV); Huh7.5.1 HCVcc-Cre infection, luciferase reporter, 44 h; hit rate 3.4% among 340,000; Potency, µM (series often up to 41.8 µM), for the others: at the highest dose activity change, negative = inhibition, most hits filed as inhibitors; note: potency is the fitted concentration of half-maximal effect; % is set by controls: 0 for no effect and ±100 for the full control effect
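HCVcc-Cre virus at an moi near 0.5 was added right after compound to cells cultured 4 h from seeding (1,000 cells/well). Luciferase activity was determined 44 h later, 15 min after substrate addition at RT.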
Pf growth 96h – Primary qHTS for delayed death inhibitors of the malarial parasite plastid, 96 hour incubation; P. falciparum luciferase reporter growth, 96 h; Potency, µM (titrated, usually from 28.7 µM), inactives show at the highest dose activity change, negative = inhibition, usual class: inhibitors; hit rate 6.9% among 320,000; AID 504834, 2011; note: potency is the fitted concentration of half-maximal effect; % is set by controls: 0 for no effect and ±100 for the full control effect
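Infected RBCs, 2% Hct / 0.05% parasitemia final; luciferase-reporter P. falciparum; cpd 96 h, 37 C, 5% CO2; luciferase detection reagent; luminescence.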
CHX counter – Cycloheximide Counterscreen for Small Molecule Inhibitors of Shiga Toxin; cell reporter, cycloheximide protein synthesis inhibition counterscreen; hit rate 12% among 300,000; max response, %; in the data active = max response mostly above about 13%, no sharp cut-off; inactive = mostly below about 14%; note: read at 38.3 µM for the half of the compounds with a filed dose; 0% is about no effect
Tb PYK inh – qHTS of Trypanosoma Brucei Inhibitors; pyruvate kinase (Trypanosoma brucei), Q57TT1; TbPYK enzyme, Kinase-Glo Plus ATP luminescence, 45 min; Potency, µM (doses to about 76.8 µM), without a hit: at the top dose activity, negative = inhibition, actives largely listed as inhibitors; hit rate 0.12% among 410,000; note: potency is the fitted concentration of half-maximal effect; % is set by controls: 0 for no effect and ±100 for the full control effect; nearly all actives have a fitted effect of over 50% in size
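ADP (130 uM final) triggers the TbPYK reaction after compound addition; incubation is 45 min at room temperature. Kinase-Glo Plus is then added and luminescence imaged. Normalized data are fitted to concentration-effect curves.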
Pf growth 48h – Primary qHTS for delayed death inhibitors of the malarial parasite plastid, 48 hour incubation | P. falciparum luciferase growth in erythrocytes, 48 h | Potency, µM (highest dose often 28.7 µM), without a hit: top-dose activity change, negative = inhibition, usual class: inhibitors | AID 504832, 2011 | hit rate 5.9% among 310,000; note: potency is the fitted concentration of half-maximal effect; % is set by controls: 0 for no effect and ±100 for the full control effect
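Here the parasites carry a stable luciferase gene and grow inside erythrocytes in Albumax-based RPMI medium with compound for one erythrocytic cycle. Activity is scored as loss of luminescent signal.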
Active calls of the source: *; ? = inconclusive; / = not tested or not shown; & = joins results of further samples; [ ] = remark or other dose. Unless noted, calls come from the whole dose curve; as a rule, active = well fitted curve in the direction sought with a large enough effect; inconclusive = small, poorly fitted or top-dose-only effect, or another doubt; inactive = no such curve, though single readings can be large; an effect the other way counts as inactive or inconclusive.

Values run as follows: Shiga inhibitor | Pf growth 96h | HCV inh | CHX counter | Tb PYK inh | LmPK inhibitor | Pf growth 48h
- COc1ccc(CC(=O)N(C)C2CCCN(Cc3ccccc3F)C2)cc1OC (configuration not stated)
→ -4 | ? | 7% | -3 | -5% | -6% | -6%
- CCOC(=O)c1c(-c2cccc(C)c2)csc1NC(=O)C1CC=CCC1C(=O)O (configuration not stated)
→ -14 | 10% | ? | -3 | -11% | 1% | -10%
- Cc1ccc2nc(C)cc(C(=O)Nc3nccs3)c2c1
→ -1 | 11% | -22% | -5 | 1% | 2% | 0%
- Cc1ccc(N(CC(=O)NC(C)C)C(=O)CCC(=O)Nc2ccccn2)cc1
→ -5 | 3.7µM* | 8% | 1 | -4% | -2% | 21%
- O=C(CN1C(=O)NC(c2ccccc2)(c2ccccc2)C1=O)NCCNCCO
→ 15 | 0% | 6% | -3 | -11% | 2% | 6%
- N#Cc1ccc(CSc2ncccn2)cc1
→ / | 121%[activator] | 7% | 20* | -8% | -1% | 63%[activator]
- O=C(c1cc(-c2ccc(O)cc2)on1)N1CCCC1
→ 97* | 20% | -2% | 37* | 6% | -6% | 164%[activator]
- O=C(Cn1cnc2ccccc21)N1CCc2ccccc21
→ 12 | 3% | 8% | -1 | -6% | 1% | -12%
- O=C(Nc1ccccc1OC(F)F)c1cc2c(s1)CCC2
→ 43* | 109%[activator] | ? | 40* | -1% | -6% | 78%[activator]
- Cc1ccc(OCC(=O)N(Cc2ccco2)C2CCS(=O)(=O)C2)cc1C (configuration not stated)
→ -2 | 28% | -4% | -2 | 2% | 2% | 5%
- C=CCOc1c(CNc2ncn[nH]2)cccc1OC
→ 15 | ? | 18% | -4 | 0% | 3% | 41%[activator]
- CC1CN(C(=S)NC(=O)c2ccco2)CC(C)O1 (configuration not stated)
→ -4 | 5% | 6% | -1 | 6% | -3% | 16%
- CC(C)(C)NC(=O)CN(C(=O)c1ccc(CN2CCOCC2)o1)c1ccc2c(c1)OCCO2
→ -6 | -10% | 8% | -2 | -2% | -8% | -22%
- COc1ccc(C(=O)NC2=Nc3ccccc3N=C(C)C2c2ccccc2)cc1 (configuration not stated)
→ 190* | ? | ? | 44* | -4% | -7% | ?
- COc1ccc(-n2nnnc2SCc2nc3ccccc3s2)cc1
→ 99* | 197%[activator] | -1% | 68* | ? | 5% | /
- Oc1c(Cl)cc(Cl)cc1/C=N/Nc1ncc(Br)cn1
→ -3 | 15µM* | 2.2µM* | 6 | 5% | 5% | 0.093µM*
- Cc1cccc(N2CCN(C(=O)n3ccnc3)CC2)c1C
→ 19 | 12µM* | ? | -1 | 2% | 0% | ?
- CC(C)(CNC(=O)c1cc(Cl)c(O)c(Cl)c1)N1CCCCC1
→ 2 | 34%[activator] | 16% | -3 | -7% | 0% | 16%
- COC(=O)c1ccccc1NC(=O)Cc1nc(-c2ccccc2)sc1-c1ccc(C)cc1
→ 35* | ? | 9% | 33* | -7% | -4% | ?
- Cc1cc(N2CCOCC2)n2ncc(-c3ccccc3)c2n1
→ 100* | / | ? | 34* | 11% | -16% | 55%[activator]
- C=C(C)CSc1nc(N)c(C#N)c(-c2ccc(C)cc2)c1C#N
→ -5 | / | ? | 13 | 7% | 1% | ?
- CCN(CC)CCCN1C(=O)C(O)=C(C(=O)c2ccc(C)o2)C1c1ccc(C)o1 (configuration not stated)
→ -12 | -16% | -1% | -8 | -10% | 2% | 12%
- O=C(CCc1ccc(O)c(O)c1)N/N=C/c1cc2c(cc1[N+](=O)[O-])OCO2
→ -9 | 10% | -29% | -2 | ? | ? | ?
- O=C(c1cc(COc2ccc(F)cc2Cl)on1)N1CCc2sccc2C1
→ 43* | 44%[activator] | 13% | 26* | -4% | -3% | -12%
- O=C(O)CCC(=O)N1CCN(c2nc(-c3ccccc3Cl)c3cc(Br)ccc3n2)CC1
→ -23 | ? | 9% | -5 | -2% | -1% | ?
- COc1ccc(C)cc1-n1nnnc1SCC(=O)NC1CC1
→ / | -13% | -26% | / | -5% | / | 21%
- CCCc1c(O)nc(SCC(=O)NCCc2ccc(OC)c(OC)c2)[nH]c1=O
→ -5 | -81% | 4%&1% | -2 | -15% | 2% | -1%
- Cc1cc(=O)[nH]c(N/N=C/c2c[nH]c3ccccc23)n1
→ 27 | 5% | 7% | 29* | -4% | -4% | ?
- COC(=O)COc1cccc(NS(=O)(=O)c2cccc([N+](=O)[O-])c2)c1
→ -6 | 10% | 10% | 2 | -4% | 5% | 7%
- CC(=O)Nc1nnc(SCC(=O)Nc2ccc(N3CCOCC3)c(Cl)c2)s1
→ 0 | 27% | 5% | -1 | 5% | -2% | 12%
- CC(C)Oc1ccc(CNC(=O)Oc2ccccc2)cc1
→ -5 | 22% | 0% | 1 | 2% | -5% | -2%
- CC1=CC(C)(C)N(C(=O)CCl)c2ccccc21
→ 15 | -47% | 23% | 11 | 1% | 6% | -6%
- Cc1ccccc1NCc1ccc([N+](=O)[O-])s1
→ -1 | ? | -17% | 14* | -3% | -11% | 11%
- COc1ccc(NC(=O)C2CCCCN2N)cc1OCC(C)C (configuration not stated)
→ 2 | / | ? | -2 | 23% | -9% | ?
- CSCCC(NC(=O)c1ccccc1Cl)C(=O)NNC(=O)c1csc(N2CCOCC2)n1 (configuration not stated)
→ / | 14% | -14% | / | -13% | / | 0%
- O=C(NC(NCc1ccccn1)(C(F)(F)F)C(F)(F)F)c1ccco1
→ 10 | 15% | 2% | 9 | 16% | 3% | -7%
- COc1ccc(OCCCC(=O)NCCc2nc3ccccc3[nH]2)cc1
→ -6 | 85%[activator] | -14% | -3 | -1% | -5% | ?
- CCCCc1sc(-c2c(C#N)c(N)nc3c2CCCCC3)cc1[N+](=O)[O-]
→ -14 | -14% | ? | -2 | 4% | 0% | 6%
- CCCCc1nc(C(N)=O)c2[nH]c(=O)n(-c3ccc(OC)c(OC)c3)c2n1
→ 18 | 0% | 4% | -2 | -7% | -5% | 8%
- Cc1cc(C(=O)NNc2cc(Cl)ccc2Cl)no1
→ 13 | 54%[activator] | ? | -1 | -3% | 5% | 3%
- COc1ccc2cc(S(=O)(=O)NCCCN3CCOCC3)ccc2c1
→ -20 | -14% | -15% | -1 | 2% | -5% | /
- CCc1ccc(NC(=O)CCc2ccc(C)o2)cc1
→ / | -19% | ? | 37* | -7% | 4% | 22%
- Cc1ccc(S(=O)(=O)N2[C@@H](c3ccccc3)C(C(=O)O)=CC[C@H]2c2ccc(Cl)c(Cl)c2)cc1
→ / | 30%[activator] | 30%[activator] | / | 0% | / | ?
- Cc1nc2ccccn2c1C(=O)N=Nc1c(O)[nH]c2ccccc12
→ -2 | ? | 11% | 8 | -4% | 2% | -22%
- Cc1ncc([N+](=O)[O-])n1CC(=O)Nc1cc(Cl)ccc1Cl
→ -2 | 6% | 8% | -8 | 5% | -1% | 10%[0.00184 µM]
- COc1ccc(CNC(=O)C(NS(=O)(=O)c2cccc3nsnc23)C(C)C)cc1 (configuration not stated)
→ -7 | ? | 0% | 3 | 2% | 4% | 12%
- O=C(NCCN1CCN(C(=O)c2cccs2)CC1)C(=O)Nc1ccc(Br)cc1
→ 1 | ? | ? | 8 | -3% | 13% | /
- COc1ccc(N2CCN(C(C)C(=O)N3CCc4ccccc43)CC2)cc1 (configuration not stated)
→ -19 | -14% | -13% | 5 | -1% | 0% | ?
- Cc1cc(C)c(NC(=O)NC2CCCCC2)c(C)c1
→ 21 | 6% | 9% | -3 | 7% | 1% | -3%
- C=CCC1c2cccc(C(=O)O)c2C(=O)N1c1cccc(OC)c1 (configuration not stated)
→ -6 | 7% | 1% | 5 | 3% | 1% | 26%

Part of the list above, showing only LmPK inhibitor, Shiga inhibitor and Tb PYK inh:
compound	LmPK inhibitor	Shiga inhibitor	Tb PYK inh
CCc1ccc(NC(=O)CCc2ccc(C)o2)cc1	4%	/	-7%
Cc1ccc(S(=O)(=O)N2[C@@H](c3ccccc3)C(C(=O)O)=CC[C@H]2c2ccc(Cl)c(Cl)c2)cc1	/	/	0%
Cc1nc2ccccn2c1C(=O)N=Nc1c(O)[nH]c2ccccc12	2%	-2	-4%

(more compounds)
Values run as follows: Shiga inhibitor | Pf growth 96h | HCV inh | CHX counter | Tb PYK inh | LmPK inhibitor | Pf growth 48h
- Cc1cc(C)nc(SCCC(=O)Nc2cccc3ccccc23)n1
→ -8 | ? | -6% | 15 | -9% | 6% | 2%
- CCN(CC)CC(=O)Nc1cc(N(C)C)nc2ccccc12
→ -9 | 3% | -51% | -2 | 21% | -24% | -3%
- CC1CCCCC12NC(=O)N(CC(=O)NC1CCCc3ccccc31)C2=O (configuration not stated)
→ -4 | ? | 5% | -1 | -8% | 7% | -17%
- CC(=O)N1CCN(CC(=O)NC(=O)Nc2ccc3c(c2)OCCO3)CC1
→ / | 29% | 27% | / | -10% | / | 25%
- O=C(COC(=O)C1CCN(S(=O)(=O)c2cccs2)CC1)Nc1ccccc1
→ 19 | 8% | 13% | -2 | -7% | 0% | -13%
- COc1ccc(C2=CC(=O)OC3(CCCCC3)O2)cc1
→ 18 | ? | -30% | 6 | -10% | 0% | 4.1µM*
- CC(=O)Nc1ccc(S(=O)(=O)N2CCN(CCc3ccccc3)CC2)cc1
→ -10 | ? | ? | -3 | -7% | -3% | 10%
- O=C(O)C12CC3CC(C1)CC(n1ncc(N4CCN(c5ccccc5)CC4)c(Cl)c1=O)(C3)C2
→ 9 | -24% | 10% | 8 | 0% | 1% | -2%
- O=C(/C=C/c1cccc(Cl)c1)NCc1ccncc1
→ -8 | ? | 8% | 1 | -2% | -1% | 16%
- C=CCN1C2CCCC1CC(NC(=O)Nc1cccc(C(C)=O)c1)C2 (configuration not stated)
→ -23 | / | 0% | 5 | -8% | 1% | ?
- COc1ccc(C(CNC(=O)c2cccc(N(C)C)c2)N2CCCC2)cc1 (configuration not stated)
→ 15 | ? | -7% | 1 | -10% | 4% | 10µM*
- O=C1CSc2ccc(S(=O)(=O)NCc3ccc(F)cc3)cc2N1
→ 2 | -27% | 6% | 4 | 1% | -1% | 10%
- O=S(=O)(c1ccccc1)c1nc(-c2ccccc2)oc1N1CCCC1
→ 42 | 32%[activator] | -4% | -4 | -14% | 1% | 0%
- CCOC(=O)c1c(C)nc2c3ccccc3ccn12
→ 37* | 21% | 7.1µM* | 32* | -2% | -16% | 257%[activator]
- COc1cc(CCC(=O)OCC(=O)Nc2ccc3c(c2)OCO3)cc(OC)c1OC
→ 18 | 52%[activator] | 7% | 0 | -10% | -1% | -6%
- COC(=O)C1=C(c2ccc(Cl)c(C(F)(F)F)c2)C[C@@H]2CC[C@H]1N2C(=O)NCc1ccc2c(c1)OCO2
→ / | 32%[activator] | 2% | / | -3% | / | ?
- O=C1CN(C(=O)CSc2nc3c(cnn3-c3ccccc3)c(=O)[nH]2)c2ccccc2N1
→ / | ? | 19% | / | 4% | / | ?

Compounds as they come, and some 24% of all compounds hit somewhere here.
